# mABHD4 FP: ABHD4 (mouse) inhibition, primary FP screen | Q8VD66 | purified mABHD4, FP-Rh probe fluorescence polarization | inhibition, % at 8.92 µM | 0.54% of 370,000 active | AID 720543;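 active = inhibition exceeding the mean over every tested compound plus 3 SD, cut at about 30% in these data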;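 note: 0% = plate median of compound wells and 100% = S159A mutant with DMSO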
#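 system = mouse ABHD4 enzyme, wild type | medium = HEPES pH 7.0, NaCl, Pluronic buffer | also added = FP-Rh probe | incubation = Enzyme–compound pre-incubation 45 min, then probe 60 min, both 25 °C | technique = fluorescence polarization, excitation 525 nm, emission 598 nm, BODIPY TMR filters | controls = S159A mutant high control, sample median low control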
# TCR CD3 inh: blocks the human TCR-CD3 interaction. TAMRA-labeled TCR probe fluorescence, biochemical. inhibition, % at 9.4 µM. 0.37% of 360,000 active; in the data active = inhibition above about 19%;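 note: recombinant mutant TCR 2C K166C tagged with TAMRA read by polarization; 0% = receptor in buffer alone and 100% = receptor with positive control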
# PRMT1 FP inh: inhibitors of human PRMT1; recombinant PRMT1, activity-based probe fluorescence polarization; inhibition, % at 2.79 µM; 1.3% of 370,000 active;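 active = inhibition above about 21% made by adding two undisclosed values, limit read from the data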
# Target sequence (Q99873 whole entry, looked up): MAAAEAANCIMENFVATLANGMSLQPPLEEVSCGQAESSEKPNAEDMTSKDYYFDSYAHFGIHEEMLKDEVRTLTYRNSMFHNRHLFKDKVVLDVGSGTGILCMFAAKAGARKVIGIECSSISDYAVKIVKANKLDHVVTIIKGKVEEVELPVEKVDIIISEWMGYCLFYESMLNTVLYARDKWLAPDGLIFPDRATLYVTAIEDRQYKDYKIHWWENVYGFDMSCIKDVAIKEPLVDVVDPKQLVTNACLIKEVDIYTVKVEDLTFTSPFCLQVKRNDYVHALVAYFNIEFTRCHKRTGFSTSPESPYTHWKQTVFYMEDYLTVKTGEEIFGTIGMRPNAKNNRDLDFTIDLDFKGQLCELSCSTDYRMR
# UHRF1 binding: blocks human UHRF1 binding to methylated DNA | Q96T88 | UHRF1 binding to methylated oligo, TR-FRET | inhibition, % at 4.4 µM | 0.75% of 370,000 active; in the data active = inhibition above about 21%;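 note: UHRF1 SRA domain binding a hemimethylated CpG hairpin DNA probe; 0% = median of test compound wells and 100% = reference inhibitor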
# LEDGF integ inh: blocks HIV-1 LEDGF/p75-dependent DNA integration; TR-FRET IN-LEDGF/p75 DNA integration, Eu/Cy5; inhibition, % at 3.7 µM; 0.64% of 370,000 active;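 active = inhibition above the screen-wide mean plus 3 SD, cut at about 13% in these data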;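 note: signal is the Cy5 over europium emission ratio at 671 and 618 nm; 0% = plate median of compound wells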
# SIAE inh: blocks human sialic acid acetylesterase | 0.69% of 370,000 active | SIAE FP-Rh probe binding, fluorescence polarization | Q9HAT2 | inhibition, % at 9.66 µM;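 active = inhibition above a cutoff: mean of compounds within the control limits plus 3 SD of those, cut at about 17% in these data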;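 note: 0% = plate median of compound wells and 100% = probe without SIAE protein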
# PG9 binder: PG9 antibody binding by small molecule | TR-FRET gp120-PG9 antibody binding | inhibition, % at 6.7 µM | 0.43% of 360,000 active; in the data active = inhibition above about 8.5%
# TDP2 absorb: TDP2 (human) inhibition, absorbance primary screen; AID 720702; recombinant TDP2, T5PNP hydrolysis, p-nitrophenol absorbance 415 nm; 0.34% of 370,000 active; inhibition, % at 12.8 µM;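 active = inhibition above the mean of all tested compounds plus 3 SD, set per campaign, cut at about 25% in these data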;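 note: 0% = DMSO with enzyme and 100% = buffer with substrate but no TDP2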
#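 Evaluation: % inhibition relative to enzyme-containing and enzyme-free wells. Material: recombinant human TDP2. Benchmarks: enzyme-free and DMSO wells. Timing: enzyme reaction with compound for 2 h at 37 °C. Compound dosing: 12.8 µM only. Measured by: p-Nitrophenol epi absorbance. Reagent: T5PNP substrate at 5 mM, a TopII-DNA adduct mimic. Replication: single well per compound.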
# DDE Tn7 FP inh: disrupts Tn7 cyclic peptide binding to fibrin D-Dimer-E complex | P02675 | FP displacement of FITC-Tn7 peptide from fibrin DD(E); 0% = median of compound wells per plate | inhibition, % at 8.3 µM | 0.13% of 370,000 active | AID 720508;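 active = inhibition above the mean of compounds falling within the control limits plus 3 SD of them, cut at about 14% in these data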;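 note: 0% = plate median of compound wells and 100% = 10 µM Aha-Tn7 peptide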
#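 Test system: human clot-derived fibrin DD(E) complex / Quantity: 2 µM final DD(E) protein / Incubation: 10 min plus 3 h, room temperature / Measured by: fluorescence polarization / Benchmarks: high control of 10 µM Aha-Tn7 peptide / Replicates: singlicate testing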
# HTRA1 inh: HTRA1 (human) protease inhibition; Q92743; recombinant HTRA1, FP-rhodamine activity-based probe, fluorescence polarization; inhibition, % at 5.96 µM; 0.5% of 340,000 active; AID 504803; in the data active = inhibition above about 36%;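 note: 0% = enzyme with DMSO and 100% = wells lacking enzyme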
# Target sequence (Q92743 whole entry, looked up): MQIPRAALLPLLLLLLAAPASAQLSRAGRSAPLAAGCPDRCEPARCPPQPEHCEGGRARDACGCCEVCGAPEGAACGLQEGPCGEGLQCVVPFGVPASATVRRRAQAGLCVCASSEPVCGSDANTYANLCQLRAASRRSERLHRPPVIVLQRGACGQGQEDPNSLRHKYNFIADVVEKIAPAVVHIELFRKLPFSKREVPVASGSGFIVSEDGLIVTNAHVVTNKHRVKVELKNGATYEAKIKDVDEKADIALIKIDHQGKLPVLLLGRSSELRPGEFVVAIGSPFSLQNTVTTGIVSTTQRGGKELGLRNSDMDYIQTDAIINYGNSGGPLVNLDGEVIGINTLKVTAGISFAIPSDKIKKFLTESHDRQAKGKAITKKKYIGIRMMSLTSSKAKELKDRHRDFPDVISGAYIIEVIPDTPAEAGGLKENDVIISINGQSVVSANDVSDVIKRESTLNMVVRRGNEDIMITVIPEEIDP
# An asterisk follows results filed as active; nt = not tested or not shown. Compounds were not picked by outcome. Share with any hit: about 4.2%.
SMILES,mABHD4 FP,TCR CD3 inh,PRMT1 FP inh,UHRF1 binding,LEDGF integ inh,SIAE inh,PG9 binder,TDP2 absorb,DDE Tn7 FP inh,HTRA1 inh
COc1ccc(S(=O)(=O)N2CCOC2CNC(=O)C(=O)NCc2ccccc2OC)cc1 (configuration not stated),10.6,7.2,-1.3,-1.7,0.9,10.3,-0.2,8.8,5.3,1.1
O=C(CCCCCn1c(SCc2ccncc2)nc2ccccc2c1=O)NCc1ccco1,2.4,4.8,46.5*,-1.2,4.7,0.9,-1.5,-3.7,3.4,-9.4
O=C(COC(=O)c1cnccn1)c1ccc(Cl)c([N+](=O)[O-])c1,-4.9,-6.6,7.6,1.6,3.0,2.5,0.0,6.3,4.9,6.1
COc1ccc(NC2CCCN(C(=O)c3cccs3)C2)cc1 (configuration not stated),5.4,-7.3,1.6,1.0,-3.5,1.4,-1.2,3.4,2.6,3.5
Cc1ccc(NS(=O)(=O)c2ccc(C(=O)NCc3cccnc3)cc2)cc1,-20.9,-2.6,5.5,2.2,-2.3,11.6,-0.9,-2.9,9.1,3.9
CCOc1ncc(S(=O)(=O)N2CCN(CC)CC2)cc1C(=O)O,2.7,4.3,-2.4,-0.5,-2.1,1.8,-0.4,7.0,6.4,0.7
CN(Cc1ccc(Cl)cc1)C(=O)c1cc(S(=O)(=O)N2CCOCC2)ccc1N1CCCC1,4.1,11.4,-2.8,-0.6,0.8,11.3,-1.5,10.0,6.8,-3.6
COC(=O)C1=CN(c2ccc(F)cc2)C(N)=C(C#N)C1c1ccccc1 (configuration not stated),-0.8,4.9,-1.1,4.0,-3.9,10.0,-0.2,11.2,2.9,nt
O=C(N/N=C/c1ccccn1)C(O)c1ccccc1 (configuration not stated),-1.4,-1.9,1.7,-2.1,-0.6,-6.2,0.7,8.7,0.3,7.4
Cc1cccn2c(=O)c(C=C(C#N)C#N)c(N3CCN(c4cccc(Cl)c4)CC3)nc12,6.3,-2.3,0.8,-1.5,-2.6,-3.9,0.0,12.1,1.6,5.8
CC1CCCN(C(=O)COC(=O)C2CCN(S(=O)(=O)c3ccc(Cl)c(C(F)(F)F)c3)CC2)C1 (configuration not stated),5.1,-2.3,-0.9,-1.9,-3.0,3.0,-0.9,13.5,0.3,-2.1
Cc1onc(-c2ccccc2Cl)c1C(=O)Nc1ccc(OCC(=O)N2CCOCC2)cc1,-3.0,-0.4,-3.4,-1.0,-0.3,15.4,0.5,-0.4,-4.8,0.8
CCOCCCNC(=O)c1c[nH]c2ccc(S(=O)(=O)Nc3cccc(OC)c3)cc2c1=O,-9.8,-3.3,1.3,4.9,2.5,-4.0,6.0,1.0,3.1,-8.8
OCCCc1nc2ccccc2n1CCCCOc1ccccc1,-13.2,-5.2,-3.3,0.5,8.5,11.1,-0.5,-5.4,-0.5,-4.4
COCCNC(=O)C1(C)CCCN(C(=O)c2ccc(C)c(F)c2)C1 (configuration not stated),-2.9,1.7,0.5,-0.1,1.4,-0.4,0.1,0.7,-4.2,nt
NC(=O)c1ccc(NC(=O)CCCN2C(=O)NC3(CCCC3)C2=O)cc1,1.4,-4.6,3.3,0.1,-3.3,2.9,-1.4,3.5,4.1,0.5
C=CCNc1ncnc2c1cnn2-c1ccc(C)cc1C,-6.4,3.2,-0.3,1.8,0.6,-6.2,-0.8,-5.2,-5.7,0.1
COc1ccc(-c2nc3c(c(=O)[nH]c(=O)n3Cc3ccccc3)n2CCO)cc1,2.5,-4.1,1.0,17.4,0.4,-6.7,-0.9,-5.9,-4.6,-6.0
COc1ccccc1-c1cc(C(=O)O)c2c(=O)n(C)c(=O)n(Cc3ccccc3)c2n1,2.1,-2.5,5.1,-0.9,-5.8,0.3,-2.2,-8.0,2.6,10.0
CC(N=Cc1c(O)c2ccccc2oc1=O)C(=O)O (configuration not stated),-6.2,2.1,0.8,-1.9,-3.5,-4.5,-1.4,-7.5,1.4,-1.7
CC(C)c1ccc(NCCC(=O)c2ccc(Br)cc2)cc1,6.3,-6.3,-1.4,4.0,-3.5,-2.7,2.2,-0.9,-2.6,0.5
O=c1c2c(nc3c(-c4cccc5ccccc45)c[nH]n13)CCC2,12.5,5.0,-1.7,-0.1,-2.0,2.0,-0.2,5.3,1.6,3.9
Cc1ccc(/C=C2\C(=O)NC(=O)N2C)o1,1.9,0.5,35.5*,-3.3,-1.1,19.0*,-4.7,-13.9,-1.4,-1.2
CCOC(=O)C1CC(=O)c2ccccc2C1c1ccccc1 (configuration not stated),4.8,1.1,-0.6,-0.8,-0.2,3.0,-0.8,-5.8,9.2,-7.5
CN(C(=O)CSc1nc(N)c2c3c(sc2n1)CSC(C)(C)C3)c1ccccc1,-2.2,-2.3,1.1,-1.0,-0.2,-4.8,-1.2,7.4,2.7,-47.9
CC(=O)N1CCOc2cc(S(=O)(=O)NC(C)c3ccccc3)c(Cl)cc21 (configuration not stated),-5.1,-3.4,-3.4,29.5*,1.4,2.2,-0.6,-6.3,2.3,1.8
O=C(c1ccc(Cn2cnnn2)cc1)N1CCCC(Nc2ccc(F)c(F)c2)C1 (configuration not stated),2.6,-2.9,-0.6,1.1,-5.2,6.1,0.4,-8.2,-2.3,4.3
O=C(Oc1ccc(Oc2ccccc2)cc1)N1CCC(O)CC1,-1.3,-3.6,6.1,-0.4,-1.8,-4.9,0.6,-4.6,-4.8,-2.3
Cc1ccccc1/C=C/c1nc2ccccc2c(=O)n1CCc1ccccc1,-6.5,-4.0,-0.6,0.4,0.3,-9.9,-0.9,9.7,2.4,-27.8
CCCc1c(O)c2ccccc2[nH]c1=O,5.1,6.2,0.1,0.4,0.6,3.1,-1.2,0.1,-2.7,3.4
CCSC1=C(C#N)C2(CCCC2)C(C#N)=C(N)N1,8.9,3.8,2.0,-5.5,4.7,-7.6,1.4,5.1,2.2,-28.4
COc1ccc(OCc2nnc(SCC(=O)Nc3ccccc3C#N)o2)cc1,0.7,-3.5,4.7,3.7,-6.5,-0.6,-2.6,-5.8,4.8,-7.3
COCCn1c(SCC(=O)NN2C(=O)NC(C)(c3ccccc3)C2=O)nnc1-c1ccncc1 (configuration not stated),3.9,-0.7,12.4,3.0,-1.2,4.9,-1.6,-8.4,-0.8,12.3
Oc1c(C2=NCCNC(C(F)(F)F)=C2)ccc2ccccc12,14.5,2.6,-1.1,-4.2,-2.0,10.2,-5.1,2.6,0.5,15.9
CCNC1(C#N)CCN(Cc2ccccc2)CC1,2.5,-6.2,2.2,0.5,-2.6,-3.3,1.3,1.5,2.0,11.7
CN(CC(=O)Nc1ccc(Cl)cc1)C(=O)CNC(=O)c1ccc(Br)o1,2.2,-1.3,-0.2,4.5,0.1,-1.5,-0.4,4.2,-2.5,-5.7
CCCP(=O)(CC(=O)O)c1ccccc1 (configuration not stated),-7.7,1.4,6.0,-2.2,-0.8,0.4,-0.2,9.8,11.5,4.2
CSc1nc(C)cc(Oc2ccccc2)n1,-7.9,-3.6,-1.7,0.9,9.1,-6.1,-2.4,-8.3,-4.0,-0.8
CCC1(c2ccccc2)SC(N)=NC1=O (configuration not stated),-2.9,3.3,-0.9,-0.3,1.0,5.0,-1.0,-0.4,7.9,0.5
CN(c1cccc(Cl)c1)S(=O)(=O)c1cccc(C(=O)NC2=NCCS2)c1,-8.4,2.1,-0.4,0.4,2.5,-10.2,2.9,-3.9,-3.9,-22.8
CC1CCC(C(C)C)C(OC(=O)CSc2nnc(N)s2)C1 (configuration not stated),1.2,4.2,-0.8,-1.4,1.0,-1.1,-1.4,-5.2,5.7,-9.3
CCOC(=O)NNc1ccc(C(F)(F)F)cn1,-0.7,-6.0,3.5,-1.7,-0.4,0.5,2.7,-3.8,-2.0,-3.5
O=C1CCC(c2ccccc2)=NN1Cc1c(F)cccc1Cl,-2.5,-3.5,-4.0,-1.6,1.8,3.1,-0.8,-7.8,-10.2,-12.0
Cn1cccc1C(=O)OCc1nc2ccccc2c(=O)[nH]1,8.6,7.5,2.2,0.8,1.1,2.0,0.9,2.3,-5.8,12.2
O=C(O)c1nn(CC(=O)N2CCCCCC2)c(=O)c2ccccc12,7.1,0.9,-1.9,-1.2,0.5,7.2,-1.2,8.0,-0.3,-0.8

# Of the compounds above, 3 have a CF3 group.
SMILES,mABHD4 FP,TCR CD3 inh,PRMT1 FP inh,UHRF1 binding,LEDGF integ inh,SIAE inh,PG9 binder,TDP2 absorb,DDE Tn7 FP inh,HTRA1 inh
CC1CCCN(C(=O)COC(=O)C2CCN(S(=O)(=O)c3ccc(Cl)c(C(F)(F)F)c3)CC2)C1 (configuration not stated),5.1,-2.3,-0.9,-1.9,-3.0,3.0,-0.9,13.5,0.3,-2.1
Oc1c(C2=NCCNC(C(F)(F)F)=C2)ccc2ccccc12,14.5,2.6,-1.1,-4.2,-2.0,10.2,-5.1,2.6,0.5,15.9
CCOC(=O)NNc1ccc(C(F)(F)F)cn1,-0.7,-6.0,3.5,-1.7,-0.4,0.5,2.7,-3.8,-2.0,-3.5

# The results go on.
SMILES,mABHD4 FP,TCR CD3 inh,PRMT1 FP inh,UHRF1 binding,LEDGF integ inh,SIAE inh,PG9 binder,TDP2 absorb,DDE Tn7 FP inh,HTRA1 inh
Cc1occc1C(=O)O/N=C(\N)c1ccc(Cl)cc1,4.6,2.2,3.4,-0.5,-5.9,2.5,0.9,3.1,4.5,9.8
COC(=O)c1ccc(S(=O)(=O)NCc2ccco2)o1,-2.8,-6.2,-5.1,-0.7,1.5,0.6,-1.4,-8.7,7.2,-6.0
Cc1csc(NC(=O)c2ccc(Cn3nc(C)c(Br)c3C)o2)n1,5.5,3.7,0.3,-2.8,2.1,-8.4,0.2,2.6,-1.8,-22.9
Cc1ccc(OCC(=O)Nc2ccc(N3CCN(S(C)(=O)=O)CC3)cc2)cc1,-7.0,2.8,-5.0,3.6,3.8,-2.8,-0.7,-18.8,4.2,3.6
CCN(CC)CCNC(=O)c1ccc(CS(=O)(=O)c2ccc(Br)cc2)o1,4.0,8.9,-4.0,-1.3,0.1,-1.2,0.5,-2.6,2.1,6.3
CCCCc1c(-c2ccccc2OC)ncn1CCc1ccc(Cl)cc1,9.7,4.6,-1.4,-2.5,2.8,3.9,1.6,-11.1,-2.7,nt
O=C(O)c1cccc(S(=O)(=O)Nc2ccccc2Cl)c1,6.5,10.1,1.2,-1.5,-4.4,5.9,2.8,-4.2,3.0,3.4
NC(=S)n1[nH]c(-c2ccc([N+](=O)[O-])cc2)c(N=Nc2cccc(Cl)c2)c1=O,17.5,0.2,7.1,-5.5,0.2,6.5,-1.6,-0.2,3.0,-0.5
CCOC(=O)CSc1nc(C)c(C(C)=O)cc1C#N,4.0,2.0,0.5,-3.0,0.8,4.5,-1.7,-4.6,4.8,-2.3
CCOC(=O)C(Cc1ccccc1)NC(=O)CCCC(=O)c1ccccc1 (configuration not stated),-0.5,4.4,-7.9,-0.9,2.4,-8.0,-0.5,-4.1,-6.3,4.0

# Compound activity from PubChem.
